Runt-CBFb FRET: inhibitors of RUNX1 Runt–CBFb binding, primary screen, biochemical, FRET, Cerulean-Runt, Venus-CBFb, uHTS; 220,000 compounds, 0.46% hits; inhibition, % at 20 µM; Runt-related transcription factor 1 (Homo sapiens) + Core-binding factor subunit beta …; Cerulean-Runt/Venus-CBFb FRET ratio 530/480, 1 h; AID 1496, 2009;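 active = inhibition over about 50% at 20 µM in the single-dose screen, limit read from the data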;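 note: 0% = DMSO wells and 100% = excess unlabeled CBFb competitor control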
Target sequence (Q01196 whole entry, looked up): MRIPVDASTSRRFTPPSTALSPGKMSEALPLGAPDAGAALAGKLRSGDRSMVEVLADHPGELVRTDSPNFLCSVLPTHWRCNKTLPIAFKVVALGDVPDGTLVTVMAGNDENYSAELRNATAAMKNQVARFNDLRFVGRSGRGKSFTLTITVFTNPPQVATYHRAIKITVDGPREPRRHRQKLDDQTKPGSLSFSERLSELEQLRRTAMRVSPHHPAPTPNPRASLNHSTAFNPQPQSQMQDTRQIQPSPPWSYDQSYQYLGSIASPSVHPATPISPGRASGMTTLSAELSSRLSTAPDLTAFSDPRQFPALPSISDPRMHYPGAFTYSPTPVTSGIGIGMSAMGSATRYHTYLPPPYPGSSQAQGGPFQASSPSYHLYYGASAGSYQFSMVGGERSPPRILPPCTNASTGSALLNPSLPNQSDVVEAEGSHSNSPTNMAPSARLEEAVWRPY
Target sequence (Q13951 whole entry, looked up): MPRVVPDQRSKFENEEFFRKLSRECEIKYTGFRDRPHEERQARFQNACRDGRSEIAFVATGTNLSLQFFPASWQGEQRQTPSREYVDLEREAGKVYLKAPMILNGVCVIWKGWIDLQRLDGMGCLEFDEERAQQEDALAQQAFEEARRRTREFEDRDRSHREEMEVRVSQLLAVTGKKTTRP
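Assay system: Cerulean-Runt domain / Medium: Tris 50 mM pH 7.5, KCl, K2SO4, 0.01% BSA / Timing: protein complex preformed 1 h, compound exposure 1 h, room temperature, dark / Measured by: FRET, excitation 422 nm, emission at 530 and 480 nm / Evaluation: loss of energy transfer signal / Control set: 5 µM unlabeled CBFb as full-inhibition high control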
zVAD death inh: inhibitors of zVAD-triggered necroptosis, primary screen, L929 cells; 220,000 compounds, 0.38% hits; L929 zVAD necroptosis rescue, ATP luminescence, 24 h; with zVAD 60 µM; viability rescue, % at 10 µM;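 active = activation, scaled between plate controls, above about 75%, limit read from the data; inactive = activation under that limit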;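 note: 0% = zVAD with DMSO and 100% = DMSO alone without zVAD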
p47phox inh: p47phox/p22phox peptide binding inhibitors, primary screen, biochemical, uHTS, NADPH oxidase regulatory subunit; inhibition, % at 24.7 µM; 220,000 compounds, 0.53% hits; Neutrophil cytosol factor 1 (Homo sapiens), P14598; fluorescence polarization, 2 h;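 active = inhibition above about 30%, limit read from the data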;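 note: 0% = p47phox with labelled peptide and 100% = labelled peptide alone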
Tb hexokinase: Trypanosoma brucei hexokinase 1 inhibitors, primary screen, biochemical, G6PDH-coupled NADH absorbance, MLSCN library; recombinant TbHK1, G6PDH-coupled NADH A340; hexokinase 1 [Trypanosoma brucei]; inhibition, % at 10 µM; AID 1430, 2008; 220,000 compounds, 0.11% hits;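 active = inhibition of 50% or more in the single-dose primary screen; inactive = inhibition below 50%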
Hck-Nef inh: inhibitors of Nef-activated human Hck kinase, primary screen, biochemical, Z-Lyte FRET, 384-well, Hck-YEEI | Tyrosine-protein kinase HCK (Homo sapiens), P08631 | Recombinant Hck-YEEI plus Nef, Z-Lyte FRET kinase assay | inhibition, % at 20 µM | 220,000 compounds, 0.68% hits | AID 463187, 2010;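 active = Hck-Nef kinase inhibition above about 50%, limit read from the data; inactive = inhibition below that limit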;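 note: 0% = DMSO with Hck plus Nef and 100% = Hck alone without Nef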
EBV gp42 block: Epstein-Barr virus gp42 inhibitors, primary screen, biochemical, uHTS, fluorescence polarization; Fluorescence polarization binding assay, mP read-out; AID 1085, 2008; Glycoprotein 42 (Epstein-Barr virus (strain AG876)), Q1HVG2; 220,000 compounds, 0.42% hits; inhibition, % (tested at 21.74 µM); in the data active = inhibition above about 50%
14-3-3 Bad PPI: inhibitors of 14-3-3 zeta/Bad binding, primary screen, biochemical, TR-FRET, bovine 14-3-3 zeta; 14-3-3 protein zeta/delta (Bos taurus), P63103; TR-FRET 14-3-3zeta/Dy647-pBad peptide displacement, 1 h; inhibition, % at 21.7 µM; 220,000 compounds, 0.71% hits; AID 781, 2007;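 active = inhibition above about 70%, limit read from the data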;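 note: 0% = full 14-3-3 plus peptide FRET controls and 100% = background without 14-3-3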
Runt-SMMHC FRET: inhibitors of RUNX1 Runt–CBFb-SMMHC binding, primary screen, biochemical, FRET, Cerulean-Runt, Venus-CBFb-SMMHC, uHTS; Runt-related transcription factor 1 (Homo sapiens) + Core-binding factor subunit beta …; Cerulean-Runt/Venus-CBFb-SMMHC FRET ratio 530/480, 1 h; inhibition, % at 20 µM; 220,000 compounds, 0.74% hits; AID 1434, 2008;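 active = mean inhibition across duplicate retests at 20 µM reaching about 50%, limit read from the data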;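 note: 0% = DMSO wells and 100% = wells with excess untagged CBFb-SMMHC; inhibitors lower the FRET ratio by blocking Runt binding to CBFb-SMMHC; some results filed as inactive read as strong as hits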
MDM2 E3 inh: MDM2-luciferase reporter signal enhancers, primary screen, MDM2 E3 ligase inhibitor project, cell-based, luminescence, 1536-well; cell-based MDM2 ubiquitination luciferase reporter, 2 h; 0 = plate control, 100 = twice control, blank-subtracted; 210,000 compounds, 0.11% hits; signal enhancement, % at 5 µM;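 active = signal enhancement of 30% or more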;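 note: luminescence tracks abundance of the self-degrading MDM2-luciferase fusion protein; higher signal means inhibition of MDM2 E3 ligase activity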
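Assay system: stable mammalian line carrying autodegrading MDM2–luciferase fusion reporter; amount: 2000 cells seeded into each well; buffer or medium: DMEM; benchmarks: plate control and blank wells; signal: luciferase luminescence; timing: 2 h compound exposure at 37 °C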
Starred values were filed as active, the others as inactive; / = no result given; [ ] = dose if it differs, or a comment.

Structure | Runt-CBFb FRET | zVAD death inh | p47phox inh | Tb hexokinase | Hck-Nef inh | EBV gp42 block | 14-3-3 Bad PPI | Runt-SMMHC FRET | MDM2 E3 inh
CCn1c(CNc2ccc(C)cc2)nnc1SCC(N)=O | 1 | 0.2 | -5 | 3 | 15 | -19 | -8[fluorescence artefact?] | -2 | 0
CC(=O)C1=C(C)NC2(O)c3ccccc3C(=O)C12O (centres undefined) | 2 | -0.5 | -7 | -1 | 23 | -7 | -8 | -4 | -12
CCOC(=O)C1=C(c2ccccc2)Nc2ncnn2C1c1cccc(O)c1 (centres undefined) | -3 | -0.1 | -4 | -6 | 7 | -25 | 3 | -3 | -10
Cc1ccc(NC(=O)COC(=O)CNC(=O)c2ccc(Br)cc2)c(C)c1 | -2 | 0.2 | -8 | 3 | 2 | 2 | -13 | -1 | -1
COCCn1c(C)cc(C(=O)COc2ncnc3ccc(Br)cc23)c1C | 2 | 1.9 | -1 | -4 | 22 | -6 | -11 | 3 | -9
O=C(COC(=O)c1ccncc1)c1ccccc1 | 1 | 1.0 | -2 | 1 | -91 | -6 | -11 | 0 | 4
O=C(C1=C[C@H](c2ccccc2)C[C@H](OCc2ccc(CO)cc2)O1)N1CCOCC1 | 0 | -1.1 | / | -6 | 18 | -17 | -1 | -3 | /
COc1ccc(CCNC(=O)c2cccs2)cc1OC | -1 | 0.6 | 3 | -3 | 1 | 6 | -1 | -1 | 5
CCOC(=O)N1CCN(C(=O)C2CCN(S(=O)(=O)c3ccc(C)cc3)CC2)CC1 | 0 | 2.0 | -2 | -6 | 1 | -14 | 5 | -1 | -19

Profiles from above. Order of values: Runt-CBFb FRET | zVAD death inh | p47phox inh | Tb hexokinase | Hck-Nef inh | EBV gp42 block | 14-3-3 Bad PPI | Runt-SMMHC FRET | MDM2 E3 inh
`O=C(C1=C[C@H](c2ccccc2)C[C@H](OCc2ccc(CO)cc2)O1)N1CCOCC1` reads 0 | -1.1 | / | -6 | 18 | -17 | -1 | -3 | /
`CC(=O)C1=C(C)NC2(O)c3ccccc3C(=O)C12O` (centres undefined) reads 2 | -0.5 | -7 | -1 | 23 | -7 | -8 | -4 | -12
`COc1ccc(CCNC(=O)c2cccs2)cc1OC` reads -1 | 0.6 | 3 | -3 | 1 | 6 | -1 | -1 | 5
`CCOC(=O)N1CCN(C(=O)C2CCN(S(=O)(=O)c3ccc(C)cc3)CC2)CC1` reads 0 | 2.0 | -2 | -6 | 1 | -14 | 5 | -1 | -19

Screening data from PubChem.

Compounds as they come; about 3.2% have a hit in one of these screens.
